USP2a block = qHTS Assay for Inhibitors of Ubiquitin-specific Protease USP2a Using CHOP2 as the Reporter; USP2 core, Ub-CHOP2 coupled fluorogenic reporter, 485/531; Ubiquitin carboxyl-terminal hydrolase 2 (Homo sapiens), O75604; Potency, µM (series often up to 38.3 µM), for inactives: top-dose activity change, negative = inhibition, hits mostly inhibitors; 0.01% of 330,000 active; AID 463254, 2010;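 note: potency is the fitted concentration of half-maximal effect; plate controls were DMSO wells for no effect and full inhibition by NEM control for full effect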
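Cell-free coupled assay: 10nM USP2 core preincubated 30min RT with compound in Tris-HCl pH 8.0/CaCl2/CHAPS buffer, then 25nM Ub-CHOP2 and 25nM reporter substrate; fluorescence (Ex 485/Em 531) read after 60min RT, normalized to NEM inhibition, concentration-response curves fitted.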
ELG1 DNA repair = qHTS screen for small molecules that inhibit ELG1-dependent DNA repair in human embryonic kidney (HEK293T) cells expressing luciferase-tagged ELG1; HEK293T ELG1-luciferase reporter, luminescence, 16 h; DNA damage induced by 5-fluorouridine; Potency, µM (doses to about 46.1 µM), for inactives: at the top dose activity change, negative = inhibition, most hits filed as inhibitors; 2.3% of 330,000 active; note: potency is the fitted concentration of half-maximal effect; % is set by controls: 0 for no effect and ±100 for the full control effect; nearly all actives have a fitted effect of over 55% in size
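Step one: seed 2,000 cells per well. Step two: pin-transfer compound or DMSO alongside 5-fluorouridine. Step three: incubate 16 hr, 37 °C, 5% CO2. Step four: add ONE-Glo, wait 30 min, read luminescence.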
TCR activator = Activators of T cell receptors: qHTS campaign; primary human leukocytes, anti-CD3, IL-2 HTRF, 48 h; Potency, µM (doses to about 9.22 µM), without a hit: at the highest dose activation of IL-2 secretion, hits mostly activators; AID 504894, 2011; 330,000 tested, under 10 active; note: % of control where 0% means no effect
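Activity was scored as IL-2 release from primary human leukocytes given only a TCR signal (a-CD3 beads) plus compound for 48 hr. Detection used a two-antibody HTRF format read at 665nm.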
AT treatment = qHTS Assay for Identifying a Potential Treatment of Ataxia-Telangiectasia | AID 485349, 2010 | Potency, µM (titrated, usually from 57.5 µM), without a hit: at the top dose activation, hits mostly activators | 0.19% of 320,000 active | […] A-T fibroblasts, KAP-1 phosphorylation AlphaLISA; neocarzinostatin DNA damage 30 min before lysis; note: potency is the fitted concentration of half-maximal effect; % of control where 0% means no effect; nearly all actives have a fitted effect of over 45% in size
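hTERT-immortalized A-T patient fibroblasts ([…]), 500 cells/well in OPTI-MEM, 1% FBS, got compounds for 60 min, then NCS for 30 min at 37C. Lysates were then assayed for phospho-KAP-1 by AlphaLISA (anti-pKAP1 donor, anti-KAP1 acceptor beads), 6 hr at 25C.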
Mito fusion act = qHTS Assay for Small Molecule Inhibitors of Mitochondrial Division or Activators of Mitochondrial Fusion | S. cerevisiae fusion-defective mutant growth rescue, CellTiterGlo 48 h | Potency, µM (highest dose often 46.1 µM), inactives show at the top dose growth rescue (activation), hits mostly activators | 0.23% of 320,000 active;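 note: potency is the fitted concentration of half-maximal effect; % of control where 0% means no effect; nearly all actives have a fitted effect of over 45% in size; temperature-sensitive fusion mutants such as fzo1-1 at 37 °C on non-fermentable ethanol glycerol medium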
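Compounds are tested for their ability to restore growth of mitochondrial fusion-defective yeast strains at non-permissive 37C in YPEG medium over 48 hours. Viability is quantified by luciferase luminescence.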
Eya2 phos inh = qHTS Assay for Inhibitors of the Phosphatase Activity of Eya2; recombinant Eya2, OMFP fluorescence dephosphorylation (OMFP is methylfluorescein phosphate); Potency, µM (titrated, usually from 76.9 µM), without a hit: top-dose activity, negative = inhibition, most hits filed as inhibitors; 0.006% of 330,000 active; AID 488837, 2010; note: potency is the fitted concentration of half-maximal effect; % is set by controls: 0 for no effect and ±100 for the full control effect
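Eya2 (0.2 uM) preincubated 10 min at ambient with compound, then OMFP substrate added at 50 uM; 10 min reaction in 50 mM HEPES pH 7.5, 50 mM NaCl, 5 uM MgCl2, 0.05% BSA, 1 mM DTT. Fluorescence read at Ex 485/Em 525 nm.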
hERG WT inh = qHTS for Inhibitors of KCHN2 3.1: Wildtype qHTS. AID 720551, 2013. U2OS, BacMam KCNH2, thallium flux FluxOr; stronger effect = lower value. Voltage-gated inwardly rectifying potassium channel KCNH2 (Homo sapiens), Q12809. activity change, % at 1.84 µM. 0.37% of 340,000 active;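 active = maximum activity change below -70%; inconclusive = maximum activity change between -70% and -50%; inactive = maximum activity change above -50%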; note: % is set by controls: 0 for no effect and ±100 for the full control effect
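U2OS cells were transduced with wild-type KCNH2 virus (2.03 x 10^8 / mL) for 4 h at room temperature, then cultured overnight at 37 C. Thallium flux was read with FluxOr dye. Rate constants were normalized to DMSO controls.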
TSHR antagonist = Antagonists of the Thyroid Stimulating Hormone Receptor: HTS campaign | Thyrotropin receptor (Homo sapiens), P16473 | activity change, negative = inhibition, % at 11.5 µM | 0.2% of 330,000 active | TSHR-expressing cells, TSH-stimulated cAMP HTRF, 2 h; stronger effect = lower value;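 active = activity change below a set negative limit, meaning inhibition stronger than a set level, cut at about -70% in these data; inconclusive = activity change between two set negative limits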; note: % is set by controls: 0 for no effect and ±100 for the full control effect
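Competitive HTRF cAMP read-out (cryptate anti-cAMP antibody, cAMP-d2; 30 min, room temperature) in freshly harvested TSHR cells. Compounds added before TSH at EC80 (4nM final), followed by 2 hours' incubation at 37 deg C.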
KCNH2 3.1 inh = qHTS for Inhibitors of KCHN2 3.1: Mutant qHTS; Potassium voltage-gated channel subfamily H member 2, brain isoform KCNH2 3.1 (human); U2OS KCNH2 3.1, thallium flux FluxOr; stronger effect = lower value; activity change, % (tested at about 1.8 µM); 0.95% of 340,000 active; AID 720553, 2013;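 active = maximum activity change below -70%; inconclusive = maximum activity change from -70% to -50%; inactive = maximum activity change above -50%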;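 note: thallium influx rate constant from kinetic fluorescence after stimulation buffer; % is set by controls: 0 for no effect and ±100 for the full control effect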
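FluxOr-based Tl+ influx in U2OS cells transduced with KCNH2 3.1 virus; rate constants normalized to DMSO controls.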
TRPV1 ag = HTS Assay for Compounds that Act as Agonists of the Vanilloid Receptor 1; Transient receptor potential cation channel subfamily V member 1 (Homo sapiens), Q8NER1; activation, % at 8.33 µM; 0.19% of 320,000 active; TRPV1-expressing cells, Fluo-8 calcium influx, agonist mode; in the data active = activation above about 80%; inconclusive = between about 30% and that limit; note: 0% is about no effect
Target sequence (Q8NER1 whole entry, looked up): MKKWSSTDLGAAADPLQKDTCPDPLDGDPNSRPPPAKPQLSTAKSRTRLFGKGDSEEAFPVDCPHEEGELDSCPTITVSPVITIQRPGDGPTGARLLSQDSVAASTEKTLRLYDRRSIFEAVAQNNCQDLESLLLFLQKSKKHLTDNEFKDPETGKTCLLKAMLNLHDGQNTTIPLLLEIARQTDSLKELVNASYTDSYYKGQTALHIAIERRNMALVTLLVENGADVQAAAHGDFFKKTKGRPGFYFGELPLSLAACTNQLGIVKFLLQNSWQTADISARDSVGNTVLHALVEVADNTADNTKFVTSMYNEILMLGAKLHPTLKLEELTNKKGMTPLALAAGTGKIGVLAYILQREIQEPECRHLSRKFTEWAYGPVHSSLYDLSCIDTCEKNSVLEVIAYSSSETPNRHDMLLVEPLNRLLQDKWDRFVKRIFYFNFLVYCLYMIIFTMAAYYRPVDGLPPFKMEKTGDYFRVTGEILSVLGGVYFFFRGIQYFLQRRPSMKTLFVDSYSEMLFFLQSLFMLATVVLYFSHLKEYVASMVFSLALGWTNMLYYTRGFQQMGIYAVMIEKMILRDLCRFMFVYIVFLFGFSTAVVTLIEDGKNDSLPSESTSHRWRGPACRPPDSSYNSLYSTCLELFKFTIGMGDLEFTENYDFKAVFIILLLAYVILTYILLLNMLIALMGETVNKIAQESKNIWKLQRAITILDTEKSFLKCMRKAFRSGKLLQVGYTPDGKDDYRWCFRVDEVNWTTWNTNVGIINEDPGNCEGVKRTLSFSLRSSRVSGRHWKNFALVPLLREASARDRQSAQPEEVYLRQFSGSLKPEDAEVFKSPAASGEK
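TRPV1-expressing cells were cultured overnight at 35.5C and loaded with Fluo-8 calcium dye for 40 to 90 min at room temperature. After a 10 s baseline, compound was added and calcium influx was read kinetically for 3 min (ex 480/em 520 nm).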
An asterisk follows results filed as active; ? = inconclusive; · = not tested or not shown; & = joins results of further samples; [ ] = remark or other dose. Unless noted, calls come from the whole dose curve; as a rule, active = well fitted curve in the direction sought with a large enough effect; inconclusive = small, poorly fitted or top-dose-only effect, or another doubt; inactive = no such curve, though single readings can be large; an effect the other way counts as inactive or inconclusive. A portion of the library; the hit share may differ from the screen's.

SMILES	USP2a block	ELG1 DNA repair	TCR activator	AT treatment	Mito fusion act	Eya2 phos inh	hERG WT inh	TSHR antagonist	KCNH2 3.1 inh	TRPV1 ag
CCOc1ccc(NC(=O)CCN2C(=O)c3ccccc3C2=O)cc1	-1%	8%	-2%	6%	1%	-16%	-1	-8	7	2
CC1CN(CCOCCOc2ccccc2-c2ccccc2)CC(C)O1 (configuration not stated)	-2%	-11%	7%	6%	-12%	-7%	0	-10	3	5
O=C(COC(=O)c1cc2ccccc2cc1O)c1ccccc1	-1%	?	-9%	-2%	2%	8%	-2	-4	2	4
Cc1cc(Oc2ccccc2)nc(NCc2ccccc2)n1	2%	-21%	-26%	-2%	-2%	3%	-8	2	-3	6
CC1CCCN(c2nc3nonc3nc2N2CCCC(C)C2)C1 (configuration not stated)	5%	-5%	3%[46.1 µM]	1%	9%	5%	-1	-9	8	15
O=C(CCC1CCCN(C(=O)Cc2ccc(F)cc2)C1)N1CCN(c2ccccn2)CC1 (configuration not stated)	-2%	?	0%	1%	1%	0%	5	-10	4	-1
CSc1cc(-c2ccc(Cl)cc2)[nH]c(=O)c1C#N	2%	0%	2%	1%	2%	0%	·	-10	-9	0
N#CC1=C(N)Oc2cc(O)c(Cl)cc2C1c1cccnc1 (configuration not stated)	14%	23%	·	-1%	1%	19%	-1	?	13	13
Cc1noc(C)c1C(=O)OCC(=O)NCCc1ccc(Cl)cc1	-1%	-1%	-3%	9%	2%	6%[15.4 µM]	4	-2	-7	0
O=C(NCCCN1CCCC1=O)c1cccc(S(=O)(=O)N2CCN(c3ccc(F)cc3)CC2)c1	1%	?	-1%	5%	0%	1%	14	-10	-22	-1
C=CCN1C(=O)C(Cc2cccc(C)c2)SC1=Nc1ccc(C(=O)O)cc1 (configuration not stated)	3%	2%	3%	-14%	8%	7%	2	-5	-12	-3
CC(=O)c1cccc(CN2CCCC(CCC(=O)NCc3ccccc3F)C2)c1 (configuration not stated)	0%	-5%	-2%	4%	1%	-6%	2	-3	-2	1
CC(=O)c1ccc(OCCCC(=O)Nc2nnc(C3CC3)s2)cc1	2%	8%	1%[46.1 µM]	11%	·	5%	5	-6	1	·
CCC(C)NS(=O)(=O)c1ccc(N)cc1 (configuration not stated)	2%	-11%	-1%	6%	3%	2%	2	-4	-10	-1
CN(C(=O)c1ccoc1)c1ccc2ccccc2c1	3%	-9%	4%	1%	-4%	2%	-1	-6	-3	4
CCOC(=O)[C@H]1[C@H]2COc3ccc(C)cc3[C@@H]2N2C(=O)c3cc(F)c(F)cc3NC(=O)[C@@]12C	-2%	?	-1%	4%	-3%	-16%	0	-2	-14	81*
CCN1C(=O)C2CCCCN2c2ccc(C(=O)NCCOC)cc21 (configuration not stated)	6%	?	4%	-7%	5%	-3%	-2	-7	24	1
Clc1ccc(Oc2nc(Oc3ccc(Cl)cc3)nc(N3CCOCC3)n2)cc1	4%	-6%	-1%	-2%	7%	15%	67	-14	10	2
CCC(c1nnnn1Cc1ccccc1)N1CCN(c2ccccc2)CC1 (configuration not stated)	2%	1%	13%	2%	17%	-5%	12	-26	4	0
O=C(O)c1ccccc1-c1ccccc1C(=O)NCCCO	-3%	0%	6%	5%	3%	-12%	-14	36	6	-3
COc1ccc(C(=O)Nc2nc3cc4c(cc3s2)OCO4)c(OC)c1	0%	?	-6%	7%	-4%	9%	-13	12	5	-7
O=C1c2ccccc2C(=O)N1C/C=C/c1ccccc1	3%	?	4%	6%	1%	0%	10	-5	-5	15
OCCC1CN(Cc2cccc3nccnc23)CCN1Cc1ccc(F)cc1 (configuration not stated)	-1%	-27%	-6%	-9%	-1%	9%	3	-7	9	-2
CCCCNC(=S)Nc1ccc2nc(N3CCN(CC)CC3)cc(C)c2c1	1%	0%	2%	-7%	-30%	0%	13	-7	-11	-2
COc1ccc(Cc2nnc(SCC(=O)NC3CCCC3)o2)cc1	0%	1%	-4%[46.1 µM]	3%	12%	-14%	-22	12	0	2

Record cards, from the list above. Screens in order: USP2a block, ELG1 DNA repair, TCR activator, AT treatment, Mito fusion act, Eya2 phos inh, hERG WT inh, TSHR antagonist, KCNH2 3.1 inh, TRPV1 ag
CCCCNC(=S)Nc1ccc2nc(N3CCN(CC)CC3)cc(C)c2c1 reads 1%, 0%, 2%, -7%, -30%, 0%, 13, -7, -11, -2
N#CC1=C(N)Oc2cc(O)c(Cl)cc2C1c1cccnc1 (configuration not stated) reads 14%, 23%, ·, -1%, 1%, 19%, -1, ?, 13, 13

Other structures follow:
SMILES	USP2a block	ELG1 DNA repair	TCR activator	AT treatment	Mito fusion act	Eya2 phos inh	hERG WT inh	TSHR antagonist	KCNH2 3.1 inh	TRPV1 ag
CCc1cccc(CC)c1N(COC)C(=O)Cn1cnc2ccccc21	-2%	12%	-1%	-8%	-3%	-7%	-4	0	-11	-1
COCCn1nnnc1C(c1cccc(C(F)(F)F)c1)N1CCOCC1 (configuration not stated)	-1%	15%	-3%[46.1 µM]	-5%	4%	5%	-2	5	12	0
O=C(Nc1nccs1)c1ccccc1Br	-1%	?	-4%	-3%	1%	-11%	2	1	-33	0
CCN1/C(=C/c2cc[n+](CCCS(=O)(=O)[O-])c3ccccc23)Sc2ccccc21	1%	0%	3%	-3%	-10%	5%	-5	-13	9	-4
O=C(COC(=O)c1cc(Br)ccc1O)Nc1cccnc1Cl	-6%	-1%	2%	2%	-1%	5%	0	-4	-3	6
CC1(C(=O)OCC(=O)Nc2ccccc2)CC1(Cl)Cl (configuration not stated)	1%	?	-5%	-1%	2%	-5%	-11	-11	8	10
O=C(COc1ccccc1Cl)c1ccc2c(c1)CCCC2	2%	?	0%	12%	4%	?	1	-8	-9	17
CCc1cccc(NC(=O)COC(=O)c2cc([N+](=O)[O-])ccc2N2CCOCC2)c1	4%	?	-2%	3%	2%	0%	-1	-7	-5	8
CC(C)c1nc(SCC(=O)N2CCN(c3ccccc3)CC2)c2c(=O)n(C)c(=O)n(C)c2n1	1%	?	-1%	1%	20%	-21%	3	6	8	2
CC(C)(C)NNC(=S)Nc1cccc(F)c1	1%	-27%	-1%	4%	-5%	10%	-5	7	9	·
CC1CCN(C(=O)COC(=O)/C=C/c2ccc([N+](=O)[O-])cc2)CC1	3%	11%	2%	4%	·	12%	-5	2	-4	·
CC1(C(=O)O)Sc2[nH]c(=O)sc2C2c3ccccc3OC(=O)C21 (configuration not stated)	?	-7%	-22%	0%	7%	-7%[15.4 µM]	3	12	2	1
COc1ccccc1CNS(=O)(=O)c1cccc2nsnc12	1%	4%	4%	6%	2%	-2%	-1	-7	-18	-2
CCN(Cc1cc(OC)c(OC)c(OC)c1)C(=S)Nc1cccc(SC)c1	-1%	?	7%	1%	1%	-3%	4	-9	-3	8
Nc1ccc(S(=O)(=O)Nc2ccnn2-c2ccccc2)cc1	-8%	-4%	8%	0%	-2%&3%	6%&16%	6	-16&4	5	-5
NC(=O)COC(=O)CC12CC3CC(CC(C3)C1)C2	6%	4%	0%	2%	-1%	5%	-6	-20	2	8
O=C(CNS(=O)(=O)c1ccc(Br)s1)NCc1ccc2c(c1)OCO2	1%	-2%	5%	4%	-7%	-10%	-8	-3	6	25
N#CC1(NC(=O)CSc2n[nH]c(-c3ccccc3)n2)CCCCC1	0%	2%	10%	-2%	-5%	39%	-11	6	4	6
C=CCCC(=O)Nc1ccc(Br)cn1	4%	-10%	8%	2%	4%	6%	12	0	-7	-1
C#CCOCCOCCOCCNc1nc(N2CCN(C(=O)[C@H]([C@@H](C)CC)n3cc([C@@H](N)CC(C)C)nn3)CC2)nc(N2CCN(C(=O)[C@H]([C@@H](C)CC)n3cc([C@@H](N)CC(C)C)nn3)CC2)n1	3%	17%	-2%	-7%	-1%	3%	-4	3	-11	2
O=C(Nc1ccc(F)cc1)c1cccc2ccccc12	-1%	16%	·	-3%	0%	-18%	10	1	-4	8
COc1ccc(OC)c(N2C(=O)C(Cl)=C(N3CCCCC3)C2=O)c1	4%	1%	-1%	-6%	0%	5%	-12	-6	-3	4
O=C(NNc1ccccc1)C(=O)N1CCCCC1	4%	26%	-1%[46.1 µM]	-1%	12%	6%	-1	8	-10	-3

Source: PubChem (National Center for Advancing Translational Sciences (NCATS))
